NPC1 prom act = NPC1 promoter activation; Potency, µM (titrated, usually from 9.22 µM), for the others: at the top dose activation, most hits filed as activators; hit rate 2.4% among 320,000; Huh7 NPC1 promoter luciferase reporter, 24 h;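 note: potency is the fitted concentration of half-maximal effect; % of control where 0% means no effect; nearly all actives have a fitted effect of over 60% in size; reporter is driven by a mutant NPC1 promoter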
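Stable NPC1-promoter luciferase Huh7 line; cpd (DMSO) 24 h, 37 °C, 5% CO2; Amplite luciferase reagent 10 min RT; luminescence readout. qHTS format.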
Rab9 prom act = activators of Rab9 promoter; Huh7 Rab9 promoter-luciferase reporter, luminescence, 24 h; Potency, µM (top dose mostly 9.22 µM), inactives show at the highest dose activation, negative = inhibition, hits mostly activators; hit rate 2.8% among 320,000; note: potency is the fitted concentration of half-maximal effect; % of control where 0% means no effect; nearly all actives have a fitted effect of over 60% in size
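Quantitative HTS format; Huh7 Rab9-luciferase reporter cells (1500/well) receive compound 2 h post-plating, incubate 24 h at 37 °C, then get luciferase reagent for 10 min before luminescence reading.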
FBPA coupling cs = counter-screen for Giardia aldolase inhibitors: coupling enzyme system; coupling enzyme system counterscreen, AmpLite Red fluorescence; activity change, negative = inhibition, % at 58.2 µM, hits read low; hit rate 0.67% among 290,000; AID 2472; in the data active = activity change below about -30%; note: % is set by controls: 0 for no effect and ±100 for the full control effect
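Activity here indicates interference with the coupling reaction, not aldolase inhibition. Compounds at 57.5 uM final met coupling enzymes for 10 min at RT; substrate and AmpLite Red detection followed, with a 525/598 nm fluorescence read after 20 min.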
FLuc modulator = inhibits or activates purified firefly luciferase, miR-21 counter-screen | hit rate 6.9% among 360,000 | purified FLuc, Km substrates, luminescence inhibition | Potency, µM (titrated, usually from 57.5 µM), for the others: top-dose activity change, negative = inhibition, hits mostly inhibitors;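 note: potency is the fitted concentration of half-maximal effect; plate controls were vehicle for no effect and reference inhibitor for full effect; nearly all actives have a fitted effect of over 55% in size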
Target sequence (P08659 whole entry, looked up): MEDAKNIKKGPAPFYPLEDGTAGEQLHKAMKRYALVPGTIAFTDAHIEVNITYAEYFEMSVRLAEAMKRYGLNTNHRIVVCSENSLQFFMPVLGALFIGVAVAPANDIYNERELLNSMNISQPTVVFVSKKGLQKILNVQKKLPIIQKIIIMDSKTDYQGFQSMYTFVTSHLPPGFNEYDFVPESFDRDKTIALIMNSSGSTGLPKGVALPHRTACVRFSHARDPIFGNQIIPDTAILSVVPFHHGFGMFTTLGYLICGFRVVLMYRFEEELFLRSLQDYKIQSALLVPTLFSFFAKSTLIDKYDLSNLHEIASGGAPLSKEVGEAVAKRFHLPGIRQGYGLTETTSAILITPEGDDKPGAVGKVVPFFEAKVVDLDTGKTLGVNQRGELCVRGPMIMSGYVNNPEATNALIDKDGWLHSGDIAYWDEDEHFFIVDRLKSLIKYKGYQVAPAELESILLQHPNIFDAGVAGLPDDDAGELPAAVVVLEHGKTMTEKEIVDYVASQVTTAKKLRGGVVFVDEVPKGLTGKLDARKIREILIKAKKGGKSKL
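Biochemical qHTS of compounds, final roughly 60 µM downward over six points, against 10 nM purified firefly luciferase using Km concentrations of substrates (10 uM D-luciferin, 10 uM ATP) in Tris acetate pH 7.5 buffer; luminescence output.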
ELG1 genotox = genotoxicity induction in ELG1-luciferase HEK293T cells | Potency, µM (top dose mostly 46 µM), inactives show at the highest dose activity change, positive = activation, most hits filed as activators | HEK293T ELG1-luciferase reporter, luminescence, 16 h | AID 504466 | hit rate 1.3% among 330,000; note: potency is the fitted concentration of half-maximal effect; % of control where 0% means no effect; nearly all actives have a fitted effect of over 60% in size
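Screening used a luciferase reporter fused to human ELG1 in HEK293T cells. Luminescence was read on a CCD plate imager after 16 hr exposure and 30 min ONE-Glo incubation.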
KCNH2 3.1 inh = KCNH2 3.1 (human) potassium channel inhibition; U2OS KCNH2 3.1, thallium flux FluxOr; stronger effect = lower value; activity change, % (tested at about 1.8 µM); hit rate 0.95% among 340,000;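 active = maximum activity change below -70%; inconclusive = maximum activity change from -70% to -50%; inactive = maximum activity change above -50%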;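 note: thallium influx rate constant from kinetic fluorescence after stimulation buffer; % is set by controls: 0 for no effect and ±100 for the full control effect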
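We transduce U2OS cells with the mutant 3.1 virus, culture them overnight, load FluxOr with Red40 quencher for 45 min, then add stimulation buffer and read kinetically for 2 min to derive a normalized rate constant.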
RORgamma inh = ROR gamma (mouse) transcription inhibition | P51450 | hit rate 5.4% among 310,000 | AID 2551 | Drosophila S2 Gal4-RORgamma UAS-luciferase reporter, 20 h | Potency, µM (titrated, usually from 53.6 µM), for inactives: at the highest dose activity change, negative = inhibition, usual class: inhibitors; note: potency is the fitted concentration of half-maximal effect; % is set by controls: 0 for no effect and ±100 for the full control effect; nearly all actives have a fitted effect of over 60% in size
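In this cell-based reporter format, copper sulfate (700 uM final) drives Gal4–ROR gamma fusion expression from a metallothionein promoter in Drosophila Schneider cells; compounds preincubated 1 hr, reporter read after 20 hr at ambient temperature.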
uPA surface inh = inhibitors of cell surface uPA generation; cell surface uPA generation assay, qHTS; Potency, µM (titrated, usually from 38.3 µM), inactives show top-dose activity change, negative = inhibition, actives largely listed as inhibitors; hit rate 0.31% among 330,000; active = well fitted inhibition curve with a large enough effect; inconclusive = small, poorly fitted or top-dose-only effect; inactive = no such curve, though single readings can be large or run the other way; tested in mouse RAW 264.7 cells; note: potency is the fitted concentration of half-maximal effect; % is set by controls: 0 for no effect and ±100 for the full control effect; nearly all actives have a fitted effect of over 55% in size
Giardia kill = Giardia lamblia killing | Giardia lamblia trophozoite viability | activity change, % at 7.66 µM, hits read low | hit rate 0.15% among 340,000 | AID 540267; in the data active = activity change below about -80%; inconclusive = between about -30% and that limit;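 note: parasites exposed to compound for two days anaerobically before the ATP read; % is set by controls: 0 for no effect and ±100 for the full control effect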
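Compounds were tested on trophozoites seeded at 100 cells/well and held 48 hrs at 37 deg C anaerobically. An ATP-based luminescent kit measured the remaining live cells.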
Tb PFK block = T. brucei PFK enzyme inhibition | O15648 | T. brucei PFK, ADP-Glo luminescence | Potency, µM (doses to about 57.5 µM), without a hit: at the top dose activity, negative = inhibition, most hits filed as inhibitors | hit rate 0.17% among 330,000;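 note: potency is the fitted concentration of half-maximal effect; 0% = uninhibited 1x PFK enzyme wells and -100% = no-enzyme wells; nearly all actives have a fitted effect of over 60% in size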
Target sequence (O15648 whole entry, looked up): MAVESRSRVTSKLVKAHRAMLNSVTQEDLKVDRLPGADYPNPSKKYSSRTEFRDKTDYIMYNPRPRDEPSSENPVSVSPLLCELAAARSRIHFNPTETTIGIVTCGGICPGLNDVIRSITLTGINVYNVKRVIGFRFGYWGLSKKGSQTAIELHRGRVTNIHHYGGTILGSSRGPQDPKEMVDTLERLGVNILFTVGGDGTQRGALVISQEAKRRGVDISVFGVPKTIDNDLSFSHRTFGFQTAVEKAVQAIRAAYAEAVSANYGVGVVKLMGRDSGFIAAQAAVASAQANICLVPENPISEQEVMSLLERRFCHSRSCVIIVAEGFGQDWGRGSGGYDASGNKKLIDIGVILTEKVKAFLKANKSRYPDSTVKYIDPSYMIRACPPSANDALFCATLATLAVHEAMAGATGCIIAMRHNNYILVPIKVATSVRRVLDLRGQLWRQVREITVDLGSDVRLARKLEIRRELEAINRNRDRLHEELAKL
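Activity is normalized to no-enzyme wells (full inhibition) and 1.25 nM enzyme wells (no inhibition). Reaction: 0.5 mM F6P, 0.1 mM ATP, 45 min RT, ADP-Glo luminescence; concentration-response curves fitted and classed by quality.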
VP16 counter = inhibits Gal4-VP16 luciferase reporter, ROR gamma counter-screen; Potency, µM (series often up to 53.6 µM), without a hit: at the highest dose activity, negative = inhibition, usual class: inhibitors; Drosophila S2 Gal4-VP16 UAS-luciferase, luminescence, 20 h; hit rate 3.5% among 310,000;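 note: Gal4-VP16 expression switched on by copper sulfate through the metallothionein promoter; potency is the fitted concentration of half-maximal effect; % is set by controls: 0 for no effect and ±100 for the full control effect; nearly all actives have a fitted effect of over 50% in size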
* = called active by the depositor; ? = inconclusive; . = not tested or not shown; & = joins results of further samples; [ ] = another dose, or the depositor's remark. Unless noted, calls come from the whole dose curve; as a rule, active = well fitted curve in the direction sought with a large enough effect; inconclusive = small, poorly fitted or top-dose-only effect, or another doubt; inactive = no such curve, though single readings can be large; an effect the other way counts as inactive or inconclusive.

SMILES | NPC1 prom act | Rab9 prom act | FBPA coupling cs | FLuc modulator | ELG1 genotox | KCNH2 3.1 inh | RORgamma inh | uPA surface inh | Giardia kill | Tb PFK block | VP16 counter
O=C(CN(C(=O)CNS(=O)(=O)c1ccc(F)cc1)c1ccccc1F)NCc1ccco1 | 5% | 8% | -8 | 2% | -2% | -2 | 8% | 3% | 3 | -1% | -6%
CCCCN(C)C(=O)c1cc2cc3cc(OC)ccc3nc2o1 | ? | 3.5µM* | -4 | 13µM* | -2% | -1 | 11% | ? | -8 | 1% | -6%
CCC(Oc1ccccc1)C(=O)N1CCN(S(=O)(=O)c2ccccc2)CC1 (stereo not given) | -2% | 2% | . | 0% | -1% | 13 | . | -12% | 0 | 10% | .
O=C1CSC(c2ccccc2)N1CC(O)c1ccc([N+](=O)[O-])cc1 (stereo not given) | -4% | -8% | -3 | 6% | 2% | -1 | 35% | -1% | -6 | -5% | -12%
Cc1cc(C(=O)CSc2nnnn2-c2ccc(O)cc2)c(C)n1Cc1ccc2c(c1)OCO2 | 1% | -1% | 4 | 1% | -38%[inhibitor] | 1 | 8% | 0% | 2 | -12% | ?
CCc1ccc(C(=O)COC(=O)CNC(=O)C2CCCCC2)cc1 | -1% | 25% | . | 0.85µM* | 3% | -20 | . | 0% | -1&-15 | -9% | .
NC(=O)NC(Cc1ccccc1)C(=O)NNC(=O)COc1ccccc1Cl (stereo not given) | . | . | . | . | 2% | 19 | . | -1% | -8 | 5% | .
C=CCc1ccccc1OCC(O)CNC (stereo not given) | 0% | 2% | 2 | 7% | -1% | . | 0% | 6% | -9 | 6% | -3%
O=C(Cn1cnc2ccccc21)NCc1ccccc1 | 2% | -4% | 0 | -2% | 14% | 22 | 32% | . | -10 | -4% | ?
Cc1ccc(NC(=O)c2c([N+](=O)[O-])c(C(C)(C)C)nn2C)cc1 | 0% | -2% | 0 | 0% | -4% | 3 | 18% | -8% | 15 | -1% | 3%
Cc1cc(-c2csc(NC(=O)C3=COCCO3)n2)c(C)n1C | 10% | 17% | . | -13% | 1% | -17 | . | 4% | 26 | 3% | .
CC1(OC(=O)c2ccc(Cl)nc2)C(=O)C=C2C=C3CCCN3C=C2C1=O (stereo not given) | -4% | -4% | -27&-23 | 0% | 3% | 4 | -16% | -71% | -3 | -10% | 6%
CCCCC(C(=O)NC1CCCC1)N(C(=O)c1snc(C(N)=O)c1N)c1ccc(F)cc1 (stereo not given) | -4% | -1% | -1 | 2% | -4% | -19 | 34% | 4% | -7 | 0% | -2%
CCC(C)NC(=O)C1CCCN(C(=O)NC2CCCCC2)C1 (stereo not given) | -2% | 4% | 1 | 1% | -1% | -1 | 9% | 0% | -7 | -23% | 3%
O=C(NCCS(=O)(=O)NCCCc1ccccc1)c1ccccc1 | -4% | 1% | . | -7% | -5% | -8 | . | -2% | 7 | 0% | .
COc1cccc(-c2cc(C(=O)NCCCn3ccnc3)c3ccccc3n2)c1 | 2% | 1% | 0 | ? | -1% | -24 | 14% | 0% | 11 | -1% | -8%
Cc1ccc(Cl)c(OCC(=O)Nc2ccccc2N2CCCCC2)c1 | -3% | 0% | . | 4% | 27% | -10 | . | 9% | 6 | -1% | .
CN1CCN(C(=O)CNC(=O)C23CC4CC(CC(C4)C2)C3)CC1 | . | . | . | . | 5% | -23 | . | 7% | -15 | 5% | .
CCCN(CCC)Cc1c(C(=O)N/N=C/c2ccc(C)o2)nnn1-c1nonc1N | 0% | 4% | 1 | 0% | 0% | -8 | ? | -1% | 6 | 2% | -14%
Cc1ccc(-c2csnn2)cc1 | 0% | 1% | 2 | -19% | 3% | 2 | -19% | 9% | -2 | 20% | 16%
O=[N+]([O-])c1cc(-c2nnc(C34CC5CC(CC(C5)C3)C4)o2)cc([N+](=O)[O-])c1 | -7% | 2% | 4 | 3% | 3% | 4 | -3% | 1% | 0 | -1% | -1%
CN(NC(=S)Nc1ccc(OC(F)F)cc1)C(=S)Nc1ccc(OC(F)F)cc1 | -4% | -1% | 2 | 6% | -4% | 32 | -29% | -2% | -7 | -1% | 13µM*
COC(=O)C1=NN(C(=O)c2ccc(Cl)cc2)C(O)(c2ccccc2)C1 (stereo not given) | -1% | 2% | 7 | 21µM* | 1% | -12 | ? | -16% | -7 | -15% | ?
COCCNC(=S)N/N=C(\C)c1ccc(Cl)s1 | -1% | 0% | -1 | 4% | -3% | -11 | 0.79µM* | -1% | 3 | -1% | 3.2µM*
CCCCN(C(=O)C1CC(=O)N(c2ccc3c(c2)OCCO3)C1)c1c(N)n(CCCC)c(=O)[nH]c1=O (stereo not given) | -2% | 1% | . | 2% | 0% | -4 | . | -1% | -7 | -2% | .
CC(C)N(C(=O)COC(=O)c1cccc(S(=O)(=O)N2CC3(C)CC2CC(C)(C)C3)c1)C(C)C (stereo not given) | 0% | 3% | . | 5% | -1% | 5 | . | -8% | -22 | -4% | .
COc1cc(Br)cc(/C=N/NC(=O)Cc2ccc(C(F)(F)F)cc2[N+](=O)[O-])c1O | -2% | -11% | -15 | 13% | 11% | -4 | 0.14µM* | -10% | -7 | 7% | 0.35µM*
CCCCN(C)CCNC(=O)c1nn(-c2ccc(OC)cc2)c(=O)c2c1c1ccccc1n2C | -3% | -7% | 1 | -3%&-1% | -5% | -8 | -23% | 16% | 18 | 2% | -5%
N#Cc1cnn(-c2nc3sc4c(c3c(=O)[nH]2)CCCC4)c1N | 18% | -5% | -4 | 6µM* | 8% | 10 | 2.8µM* | 2% | -24 | -6% | -14%[0.365 µM]
COc1ccc(OC)c(S(=O)(=O)N(C)CC(=O)N2CCCCC2)c1 | -2% | 0% | 1 | 4% | 3% | 1 | -37% | -1% | 9 | -10% | -2%
COc1ccc(C(=S)N2CCCC2)cc1Br | -2% | -1% | 2 | 2% | 0% | -6 | 5% | -4% | 6 | 2% | 1%
COc1ccc(N2C(S)=C(C#N)C(=O)NC2c2ccc(OC)c(OC)c2)cc1 (stereo not given) | -7% | -5% | 6 | ? | 6% | -17 | 11µM* | -13% | -14 | -1% | -28%
O=C(CCC(=O)c1cccs1)NCc1ccc(Cl)cc1 | 0% | -15% | 1 | -8% | 2% | -2 | 1% | 1% | 3 | -13% | 2%
O=C(O)c1cc(=O)c2c(Cl)cc(Cl)cc2[nH]1 | 1%[46.1 µM] | -5%[46.1 µM] | 6&4 | . | . | -17 | -9%&3% | -1% | 7 | . | -5%&1%
O=C(Nc1cccc(NC(=O)C2CC3CCCC(C2)C3=O)n1)C1CC2CCCC(C1)C2=O (stereo not given) | -3% | -15% | 1 | 4% | -23% | 4 | ? | -6% | -3 | 1% | ?
CCC(=O)N1CCc2cc(S(=O)(=O)NCCC(=O)NCc3ccccc3OC)ccc21 | -5% | -5% | . | 1% | -2% | 2 | 3% | 0% | -13 | 0% | -1%
COc1ccc(Cl)cc1NC(=O)CCn1c(=O)oc2ccccc21 | -2% | 2% | . | -1%&-11% | 1% | 20 | 17% | 3% | -10 | -9% | 1%
COc1cc2nc(/C=C/c3cc(OC)c(OC)c(OC)c3)sc2cc1SC | -26% | -19% | -3 | 2% | -6% | 3 | 0% | -9% | 13 | -3% | -8%
CN(C[C@H](CC1CCCCC1)N(C[C@H](Cc1ccccc1)N(CCc1ccccc1)N=O)N=O)N=O | 2% | 2% | 3 | 1% | 2% | -20 | 0% | 1% | 23 | -5% | 9%
CCOC(=O)CCNC(=O)N1CCCC(CNS(=O)(=O)Cc2ccccc2)C1 (stereo not given) | -2% | -10% | 0 | -2% | 2% | -15 | -15% | 3% | 4 | 1% | -3%
Cc1cc(=O)[nH]c2c(C)c(Cl)ccc12 | 4% | 3% | 7 | 1% | 0% | . | 0% | . | . | -5% | -8%
CC(C)(C)OC(=O)N1Cc2ccccc2C[C@H]1C(=O)NCC(=O)Nc1ccc2c(c1)OCCO2 | 1% | 0% | 0 | 21µM* | ? | -12 | -38% | 6% | 4 | 4% | 0%
CSCCC(NC(=O)c1ccc(Cl)cc1Cl)C(=O)NCc1ccccn1 (stereo not given) | 8% | 4% | . | -15% | -2% | 19 | ? | -9% | -6 | 1% | 6%
CC1(C)Cc2c(sc(NC(=O)C(=O)N3CCOCC3)c2C#N)CO1 | -2% | 1% | . | 0% | 1% | -15 | 12% | 1% | 1 | 1% | 0%
COc1cc(CC(NC(C)=O)C(=O)NC2CCN(c3nc(C)cc(C)c3C#N)CC2)cc(OC)c1 (stereo not given) | -1% | 6% | 0 | 5% | 0% | 14 | -11% | -5% | 17 | 0% | -9%
CC(Oc1ccc2c(-c3ccccc3)cc(=O)oc2c1)C(=O)NCCCn1ccnc1 (stereo not given) | -1% | -9% | 3 | -16% | 2% | -4 | 29% | -7% | -5 | 5% | -7%

Screening data (PubChem)

Rows are unselected (roughly 14% active in at least one column).
